# Screening results (PubChem BioAssay)
# mIDH1 inhibitor – qHTS for Inhibitors of mutant isocitrate dehydrogenase 1 (IDH1): qHTS | Isocitrate dehydrogenase [NADP] cytoplasmic (Homo sapiens), O75874 | IDH1-R132H enzyme, NADPH consumption, diaphorase/resazurin fluorescence | Potency, µM (top dose mostly 76.6 µM), inactives show at the top dose activity change, negative = inhibition, hits mostly inhibitors | hit rate 0.093% among 390,000; note: potency is the fitted concentration of half-maximal effect; % is set by controls: 0 for no effect and ±100 for the full control effect; nearly all actives have a fitted effect of over 65% in size
# Target sequence (O75874 whole entry R132H, stated change not applied): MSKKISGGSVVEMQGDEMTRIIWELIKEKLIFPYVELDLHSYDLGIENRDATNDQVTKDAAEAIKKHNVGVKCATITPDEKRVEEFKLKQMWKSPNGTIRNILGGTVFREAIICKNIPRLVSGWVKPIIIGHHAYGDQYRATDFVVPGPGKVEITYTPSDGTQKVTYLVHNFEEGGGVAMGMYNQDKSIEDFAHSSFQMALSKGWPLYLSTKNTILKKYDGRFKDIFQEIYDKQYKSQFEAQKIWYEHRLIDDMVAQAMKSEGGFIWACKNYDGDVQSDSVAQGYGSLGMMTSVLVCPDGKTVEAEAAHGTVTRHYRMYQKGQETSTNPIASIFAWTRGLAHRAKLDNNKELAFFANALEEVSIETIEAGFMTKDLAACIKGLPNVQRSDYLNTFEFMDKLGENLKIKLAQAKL
#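 IDH1-R132H (0.5 ug/mL dispensed) in pH 7.5 Tris buffer was preincubated 30 min with compound, then given a substrate mix of 0.016 mM NADPH and 2 mM alpha-KG for 80 min at room temperature; remaining NADPH was read by diaphorase/resazurin fluorescence.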
# Vif-APOBEC3F blk – qHTS for Inhibitors of Vif-A3F Interactions: qHTS; HeLa A3F-eYFP + Vif (tagged APOBEC3F with the HIV-1 protein that degrades it), YFP fluorescence increase; Potency, µM (titrated, usually from 46.1 µM), for the others: at the highest dose activity, negative = active; hit rate 0.2% among 390,000; note: potency is the fitted concentration of half-maximal effect; % of control where 0% means no effect; nearly all actives have a fitted effect of over 65% in size
#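 HeLa cells stably expressing Vif plus C-terminally eYFP-tagged A3F were seeded, incubated overnight at 37 deg C, dosed with compound, incubated overnight again at 37 deg C. Yellow fluorescence (Ex 488/Em 500-530) reported blocked Vif-mediated A3F-eYFP degradation.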
# TrxR1 inh – qHTS Assay for Inhibitors of Mammalian Selenoprotein Thioredoxin Reductase 1 (TrxR1): qHTS; Potency, µM (series often up to 114 µM), for inactives: at the highest dose activity change, negative = inhibition, usual class: inhibitors; recombinant rTrxR1, NADPH fluorescence consumption, selenite substrate; Thioredoxin reductase 1, cytoplasmic (Rattus norvegicus), O89049; hit rate 1% among 390,000; note: potency is the fitted concentration of half-maximal effect; % is set by controls: 0 for no effect and ±100 for the full control effect; nearly all actives have a fitted effect of over 65% in size
# Target sequence (O89049 whole entry, looked up): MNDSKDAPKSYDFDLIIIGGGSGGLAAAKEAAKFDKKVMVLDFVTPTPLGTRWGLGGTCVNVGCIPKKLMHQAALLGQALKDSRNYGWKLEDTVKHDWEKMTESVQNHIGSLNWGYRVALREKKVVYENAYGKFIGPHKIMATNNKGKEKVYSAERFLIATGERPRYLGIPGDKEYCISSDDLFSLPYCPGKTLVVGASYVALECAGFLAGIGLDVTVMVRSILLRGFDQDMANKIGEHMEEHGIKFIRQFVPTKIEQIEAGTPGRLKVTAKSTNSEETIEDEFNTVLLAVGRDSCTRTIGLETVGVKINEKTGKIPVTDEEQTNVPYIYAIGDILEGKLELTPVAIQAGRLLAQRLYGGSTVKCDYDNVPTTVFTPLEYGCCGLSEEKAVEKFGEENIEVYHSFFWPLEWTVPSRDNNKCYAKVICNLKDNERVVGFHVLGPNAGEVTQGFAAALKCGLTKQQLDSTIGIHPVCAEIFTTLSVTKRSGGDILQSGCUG
#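 Rat TrxR1 (90 nM in the dispensed reagent) was pre-reduced with 400 uM NADPH for 5 min at room temperature, then incubated with compound for 15 min. After 400 uM selenite was added, NADPH fluorescence (Ex 340/Em 450 nm) was followed for 8 min.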
# LDHA block – qHTS assay for inhibitors of human lactate dehydrogenase | L-lactate dehydrogenase A chain (Homo sapiens), P00338 | purified LDHA, NADH/diaphorase-resazurin fluorescence; stronger effect = lower value | activity change, % (values are at about 110 or 230 µM) | hit rate 0.15% among 480,000 | AID 1347041, 2019; in the data active = activity change below about -30%; inconclusive = mostly about -25% to -30%;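 note: plate controls were DMSO wells for no effect and wells without enzyme for full effect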
#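 Resorufin fluorescence (ex540/em590), read at 0 and 20 min after diaphorase/resazurin addition, reports the NADH left after a 5 min room-temperature reaction of 2 nM human LDH5 with 0.06 mM NADH and 0.2 mM pyruvate.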
# USP1-UAF1 inh – Inhibitors of USP1/UAF1: Primary Screen. AID 743255, 2014. Ubiquitin carboxyl-terminal hydrolase 1 (Homo sapiens), O94782. hit rate 0.23% among 390,000. Potency, µM (top dose mostly 57.1 µM), inactives show at the top dose activity change, negative = inhibition, most hits filed as inhibitors. recombinant USP1/UAF1, Ub-Rhodamine cleavage fluorescence; note: potency is the fitted concentration of half-maximal effect; % is set by controls: 0 for no effect and ±100 for the full control effect; nearly all actives have a fitted effect of over 60% in size; inactives centre near -12
#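 USP1/UAF1 complex (1 nM) preincubated 15 min at room temperature with compound, then Ub-Rho substrate (150 nM final) added. Kinetic fluorescence at 480/540 nm over 6 reads at 60 s intervals; 50 mM HEPES pH 7.8, 0.5 mM EDTA, 0.1 mg/ml BSA, 1 mM TCEP, 0.01% Tween-20.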
# Vif-A3G inh – qHTS for Inhibitors of Vif-A3G Interactions: qHTS; HeLa A3G-eYFP + Vif (tagged APOBEC3G with the HIV-1 protein that degrades it), YFP fluorescence, overnight; Potency, µM (titrated, usually from 46.1 µM), inactives show at the highest dose activity, negative = active, actives largely listed as inhibitors; hit rate 0.076% among 410,000;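 note: potency is the fitted concentration of half-maximal effect; % is set by controls: 0 for no effect and ±100 for the full control effect; nearly all actives have a fitted effect of over 60% in size; hits raise eYFP signal because A3G escapes Vif-driven loss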
#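 Read-out is eYFP fluorescence (Ex 488/Em 500-530) from Vif-expressing HeLa A3G-eYFP cells; more signal means A3G escaped Vif-mediated degradation. Cells plated overnight, compound pinned in, incubated overnight at 37 deg C.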
# GRP78 ERSR act – qHTS for Inducers of the Endoplasmic Reticulum Stress Response (ERSR) in Human Glioma: qHTS. hit rate 0.02% among 420,000. U87-MG GRP78 promoter luciferase reporter, 16 h. Potency, µM, for inactives: at the highest dose activation, most hits filed as activators; note: potency is the fitted concentration of half-maximal effect; series mostly up to about 76 µM; % of control where 0% means no effect; nearly all actives have a fitted effect of over 35% in size
#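 Stably transfected U87-MG human glioma cells carrying a GRP78-based luminescent sensor were seeded at 1000 cells/well, pin-dosed with compounds and incubated 16 h. Luciferase reagent was then added, and end-point luminescence was read after 10 min at room temperature.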
# RGS4 inhibitor – Inhibitors of Regulator of G Protein Signaling (RGS) 4: qHTS; Regulator of G-protein signaling 4 (Homo sapiens), P49798; Transcreener GDP fluorescence polarization, RGS4-accelerated GTP hydrolysis; Potency, µM (top dose mostly 114 µM), inactives show at the top dose activity change, negative = inhibition, usual class: inhibitors; hit rate 0.039% among 390,000; note: potency is the fitted concentration of half-maximal effect; % is set by controls: 0 for no effect and ±100 for the full control effect; nearly all actives have a fitted effect of over 75% in size; some results filed as inactive show a strong effect at the top dose
#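 MLSMR compounds (23 nl, pin-transferred) preincubated 10 min at room temperature with a 500nM (2x) first reagent, then RGS4 at 900nM (2x) plus Transcreener GDP mix added; fluorescence polarization (620/688 nm) read before and after 90 min at 30 °C.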
# TrxR1 substrate – qHTS Assay for Substrates of Mammalian Selenoprotein Thioredoxin Reductase 1 (TrxR1): qHTS. Thioredoxin reductase 1, cytoplasmic (Rattus norvegicus), O89049. purified TrxR1 substrate turnover, NADPH consumption readout. Potency, µM (titrated, usually from 114 µM), inactives show top-dose activity change, negative = substrate turnover. hit rate 0.01% among 390,000; note: potency is the fitted concentration of half-maximal effect; % is set by controls: 0 for no effect and ±100 for the full control effect; nearly all actives have a fitted effect of over 50% in size
#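 Rat TrxR1, dispensed at 90 nM, was prereduced with 400 uM NADPH (final) for 5 min at ~22 deg C, then incubated with compound 15 min before 400 uM selenite. A first-read NADPH fluorescence drop versus no-compound background flagged substrates.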
# Starred values were filed as active, the others as inactive; ? = inconclusive; nt = no result given; [ ] = remark or other dose. Unless noted, calls come from the whole dose curve; as a rule, active = well fitted curve in the direction sought with a large enough effect; inconclusive = small, poorly fitted or top-dose-only effect, or another doubt; inactive = no such curve, though single readings can be large; an effect the other way counts as inactive or inconclusive. This is a subset, so the mix of outcomes need not match the whole.
# Values run as follows: TrxR1 inh	Vif-APOBEC3F blk	Vif-A3G inh	USP1-UAF1 inh	GRP78 ERSR act	mIDH1 inhibitor	LDHA block	RGS4 inhibitor	TrxR1 substrate
> COC(=O)N1C(=O)[C@@](c2ccccc2)(C(C)C)N1C(=O)OC
    18µM*	-4%	-7%	-18%	-3%	-1%	0	-16%	-1%
> Cc1cccc(N(C)c2nc3ccc(C(=O)c4ccccc4)cc3n3c(C)nnc23)c1
    -5%	-2%	-5%	?	-5%	-13%	-10	33%	-11%
> CCN1C(=O)N(CC)C2C1N(CO)C(=O)N2CO (stereo not given)
    20%[57.1 µM]	11%	0%	-4%	0%	3%	-3	3%	5%[57.1 µM]
> CN(C(=O)COC(=O)CNC(=O)CNC(=O)c1ccc(Cl)cc1Cl)c1ccccc1
    19%[57.1 µM]	-3%	3%	-17%	2%	1%	-6	10%	5%
> CCc1cc2c(=O)oc(-c3ccc(Br)cc3)nc2s1
    1%	-3%	0%	-1%	-4%	1%	-4	6%	-1%
> C[n+]1ccc(C(c2c[nH]c3ccccc23)c2cc[n+](C)c3ccccc23)c2ccccc21
    -32%	nt	?	nt	-8%	nt	nt	nt	0%
> O=C(C1CCN(Cc2ccc(Cl)cc2)CC1)N1CCN(C(c2ccccc2)c2ccccc2)CC1
    -9%	?	-22%	-8%	-2%	-3%	-11	24%	-13%
> COc1ccc(Cn2ccc3nc(C)c(C(=O)NCc4ccc(F)cc4)cc3c2=O)cc1
    18%[57.1 µM]	-16%	-8%	-19%	-10%	16%	-5	8%	8%[57.1 µM]
> Cc1cc(C)c(-n2c(SCC(=O)N3CCOCC3)n[nH]c2=O)c(C)c1
    20%	2%	1%	-5%	-4%	-5%	-2	40%	4%
> O=C(NCc1ccc(-c2csnn2)cc1)c1cccs1
    0%	-12%	1%	-12%	-7%	-12%	-12	4%	-6%
> C/C(Cn1cnc([N+](=O)[O-])n1)=N\NC(=O)c1ccc(F)cc1
    -21%	nt	-2%	-8%	0%	6%	6	-13%	-6%
> COc1ccccc1NC(=O)Cn1c(SCC(=O)Nc2ccc(F)cc2)nc2ccccc21
    9%[57.1 µM]	2%	-3%	-7%	0%	0%	-8	-12%	5%[57.1 µM]
> O=C(CSc1ccc2ccccc2n1)NCc1ccc2c(c1)OCO2
    22%[57.1 µM]	0%	1%	-11%	13%	2%	-3	?	9%[57.1 µM]
> COc1ccc([N+](=O)[O-])cc1NC(=O)CC(C)c1ccccc1 (stereo not given)
    -12%	3%	0%	-7%	-3%	2%	-5	-6%	-16%
> Cc1cc(C)n(-c2ccc(NC(=O)C3CCCCN3C(=O)c3occc3C)cc2)n1 (stereo not given)
    4%	-4%	1%	-21%	3%	3%	0	-17%	5%
> CC(Oc1ccc(F)cc1)C(=O)NCC1(N(C)C)CCCCC1 (stereo not given)
    16%	1%	-1%	12%	-4%	0%	-8	21%	-2%
> COc1cccc(-c2csc(N3CCN(C(=S)Nc4ccc(Cl)cc4)CC3)n2)c1
    -11%	-4%	1%	-26%	1%	-2%	-14	-26%	3%
> CCOC(=O)Cc1csc(NC(=O)C(CC(C)C)NC(=O)C2CCCCC2)n1 (stereo not given)
    -4%	-17%	-7%	-1%	-2%	-4%	-2	9%	-10%
> O=C(CN1CCN(S(=O)(=O)N2CCCCCC2)CC1)Nc1cc(Cl)ccc1Cl
    14%	-6%	1%	-6%	-2%	3%	-1	-8%	3%
> O=S(=O)(/C=C/c1ccccc1)Nc1cccc(S(=O)(=O)NC2=NCCC2)c1
    9%[57.1 µM]	3%	-5%	-7%	-1%	-2%	-6	-4%	6%

# Gathered by group, those above with a nitro group on carbon (two)
# Values run as follows: TrxR1 inh	Vif-APOBEC3F blk	Vif-A3G inh	USP1-UAF1 inh	GRP78 ERSR act	mIDH1 inhibitor	LDHA block	RGS4 inhibitor	TrxR1 substrate
> C/C(Cn1cnc([N+](=O)[O-])n1)=N\NC(=O)c1ccc(F)cc1
    -21%	nt	-2%	-8%	0%	6%	6	-13%	-6%
> COc1ccc([N+](=O)[O-])cc1NC(=O)CC(C)c1ccccc1 (stereo not given)
    -12%	3%	0%	-7%	-3%	2%	-5	-6%	-16%

# Structural class: the compounds so far with an NH in an aromatic ring
# Values run as follows: TrxR1 inh	Vif-APOBEC3F blk	Vif-A3G inh	USP1-UAF1 inh	GRP78 ERSR act	mIDH1 inhibitor	LDHA block	RGS4 inhibitor	TrxR1 substrate
> C[n+]1ccc(C(c2c[nH]c3ccccc23)c2cc[n+](C)c3ccccc23)c2ccccc21
    -32%	nt	?	nt	-8%	nt	nt	nt	0%
> Cc1cc(C)c(-n2c(SCC(=O)N3CCOCC3)n[nH]c2=O)c(C)c1
    20%	2%	1%	-5%	-4%	-5%	-2	40%	4%

# Other records
# Values run as follows: TrxR1 inh	Vif-APOBEC3F blk	Vif-A3G inh	USP1-UAF1 inh	GRP78 ERSR act	mIDH1 inhibitor	LDHA block	RGS4 inhibitor	TrxR1 substrate
> COc1ccc(CN2CCN(C(C)C(=O)NC(C)c3ccc(F)cc3)CC2)cc1F (stereo not given)
    -18%	11%	1%	-15%	-2%	1%	-2	3%	-11%
> COc1nccnc1NS(=O)(=O)c1ccc(NC(=S)NC(=O)c2ccc(F)cc2)cc1
    ?	-2%	-1%	-16%	-5%	5%	-3	?	3%
> CCCc1cc(=O)[nH]c2nnc(SCC(=O)Nc3cccc(C)c3)n12
    3%[57.1 µM]	-4%	1%	-13%	-2%	0%	-4	-22%	3%[57.1 µM]
> Cc1ccc(Cl)cc1NC(=O)N1CCC(CN2CCc3ccccc3C2)CC1
    16%	3%	0%	-19%	-2%	-8%	-7	-6%	1%
> Cc1ccc(Nc2nc3ccccc3nc2Nc2c(C)n(C)n(-c3ccccc3)c2=O)cc1
    ?	7%	0%	-11%	-3%	-9%	-2	12%	-9%
> CCCC[n+]1c(/C=C/c2ccc(N(C)C)cc2)sc2ccccc21
    -13%	nt	0%	nt	-7%	nt	1	nt	-8%
> Cc1ccc(NC(=O)CCc2nc3ccccc3[nH]2)cc1C
    9%	1%	-1%	-24%	9%	-6%	-3	-15%[11.4 µM]	0%
> CCN(C(=O)C1CCC(CNS(=O)(=O)c2cccc3nsnc23)CC1)c1cccc(C)c1 (stereo not given)
    17%	1%	6%	-19%	-2%	-11%	-1	0%	-2%
> CCOc1ccc(N/C(N)=N/c2nc(C)cc(C)n2)cc1
    20%	-9%	3%	-23%	-1%	-5%	-5	-22%	2%
> O=S(=O)(O)c1nc2ccccc2n1Cc1ccc(Cl)cc1Cl
    -3%	4%	1%	-20%	-1%	6%	-7	7%	1%
> O=C(Nc1ncc(Cc2cc(Cl)ccc2Cl)s1)c1ccc([N+](=O)[O-])cc1
    6%[57.1 µM]	-3%	0%	-7%	-1%	19%	4	6%	-4%[57.1 µM]
> O=C(CSc1nc(-c2ccco2)nc2cc(=O)[nH]n12)Nc1ccccc1F
    17%[57.1 µM]	-1%	-3%	-15%	4%	-4%	2	-12%	9%[57.1 µM]
> CN(C)S(=O)(=O)N(Cc1ccc(Br)cc1)c1ccccc1
    16%	4%	1%	-14%	-4%	7%	5	-5%	4%
> Cc1cc(N(C)NC(=S)Nc2ccccc2)nc(C)n1
    3%	-1%	3%	-13%	2%	2%	2	-4%	1%
> O=C(NCc1ccccn1)c1cc(-c2ccc(Br)cc2)nc2ccccc12
    12%	2%	1%	-3%	-2%	0%	-6	18%	9%
> CCOC(=O)c1cccc(NC(=O)CC2C(=O)N(c3ccc(F)cc3)C(=O)N2C(C)C)c1 (stereo not given)
    2%	2%	-6%	6%	-4%	-10%	-2	-12%	-2%
> CCOC(=O)CNC(=O)CNC(=O)Cn1ccc2ccccc2c1=O
    -3%	-1%	-3%	-20%	-7%	6%	2	-22%[56.9 µM]	6%
> Cc1ccn(CC(=O)NC2CCCN(Cc3ccccc3F)C2)n1 (stereo not given)
    nt	-5%	0%	-29%	-7%	-1%	-17	nt	nt
> CCOCCCNC(=O)CSCc1nc(-c2ccc(SC)cc2)oc1C
    -20%	0%	5%	-28%	-3%	4%	-14	-13%[11.4 µM]	-6%
> COc1ccc(N2C(=O)CC(N(CCc3ccc(S(N)(=O)=O)cc3)C(=S)Nc3ccccc3)C2=O)cc1 (stereo not given)
    12%	1%	-6%	-8%	1%	-14%	-14	34%[11.4 µM]	-9%
